Rv3671c protease = Rv3671c (M. tuberculosis) protease inhibition; inhibition, % at 5.96 µM; 320,000 tested, 0.048% active; AID 2606; in the data active = inhibition above about 38%;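 also: extracellular domain of Rv3671c used as enzyme; 0% = enzyme with DMSO and 100% = no enzyme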
BH1578 lux ind = induces V. cholerae light production without autoinducers | V. cholerae BH1578 lux reporter, luminescence, 6 h | activation, % at 18.7 µM | 350,000 tested, 0.16% active; in the data active = activation mostly above about 9.7%, no sharp cut-off; also: not every result past the cut was called active; inactives centre near 0; reference of the scale not given here
CCHFV vOTU inh = blocks the CCHF virus ovarian tumor domain protease. CCHFV vOTU protease, Pep-AMC fluorescence. inhibition, % at 11.5 µM. 370,000 tested, 0.55% active; in the data active = inhibition above about 30%; also: 0% = vehicle wells with enzyme and 100% = no enzyme wells
Y pestis TopoI = inhibitors of Yersinia pestis topoisomerase I; Y. pestis Topo-I cleavage product accumulation, plate reader; activity, % at 10 µM; 360,000 tested, 0.064% active; in the data active = activity above about 50%, passing the limit was not always enough; also: inactives centre near 2
PrPC surface inh = reduces human prion protein on the cell surface; cell surface PrPC, TR-FRET read-out; 370,000 tested, 0.43% active; inhibition, % at 13.8 µM; in the data active = inhibition above about 24%; also: 0% = median of the test wells and 100% = reference compound wells
MazF activator = MazEF (E. coli) toxin RNase activation. P0AE70. AID 504720. FAM/BHQ RNA-DNA oligo cleavage fluorescence, 5 h. activation, % at 20 µM. 350,000 tested, 0.32% active; in the data active = activation above about 50%
TcdB GH inh = blocks C. difficile toxin B glycohydrolase activity. inhibition, % at 9.99 µM. TcdB glycohydrolase enzymatic assay, plate reader. 350,000 tested, 0.24% active. P18177. AID 652162; in the data active = inhibition above about 10%
SARS 3CLpro inh = SARS-CoV 3CLpro protease inhibition | P0C6X7 | recombinant SARS-CoV 3CLpro, quenched FRET peptide cleavage | inhibition, % at 6 µM | 290,000 tested, 0.14% active; in the data active = inhibition above about 12%
DUSP3 inh = inhibitors of human VHR1 phosphatase (DUSP3); AID 1654; recombinant VHR phosphatase, pNPP absorbance; inhibition, % at 13.3 µM; 290,000 tested, 0.52% active; in the data active = inhibition above about 50%; also: some compounds called inactive have numbers as strong as hits
SSB-PriA inh = K. pneumoniae PriA-SSBct interaction inhibition | AlphaScreen SSBct-PriA binding, biotinylated peptide | inhibition, % at 33 µM | 430,000 tested, 0.6% active; in the data active = inhibition mostly above about 37%, no sharp cut-off; inactive = mostly below about 20%;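 also: plate controls were negative control peptide for no effect and reference peptide for full effect; strong numbers were not always called active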
Starred values were filed as active, the others as inactive; i = inactive; · = no result given. Not all compounds are listed, so the mix of outcomes need not match the whole.

A first look:
Screens by letter: A = Rv3671c protease; B = BH1578 lux ind; C = CCHFV vOTU inh; D = Y pestis TopoI; E = PrPC surface inh; F = MazF activator; G = TcdB GH inh; H = SARS 3CLpro inh; I = DUSP3 inh; J = SSB-PriA inh
1) O=C(NCc1ccccn1)c1ccc(Cl)c(S(=O)(=O)NCc2ccccc2)c1
  A: -4; B: i; C: 11; D: 2; E: -7; F: 0; G: 0.4; H: ·; I: ·; J: -6
2) CCOC(=O)c1ccc(NS(=O)(=O)c2ccc3oc(=O)[nH]c3c2)cc1
  A: -1; B: -0.4; C: -3; D: -7; E: 2; F: 12; G: 0.9; H: -3; I: -10; J: -12
3) C=CCOc1ccc(Br)cc1CNCCO
  A: 16; B: -0.3; C: -13; D: -8; E: -9; F: 3; G: 2.1; H: 3; I: -1; J: 0
4) CCOc1ccc(CCNC(=O)CSc2cc(=O)n(C)c3ccc(Cl)cc23)cc1OCC
  A: -2; B: -1.5; C: 5; D: 15; E: -3; F: 1; G: -1.1; H: 0; I: 32; J: 5
5) CCS(=O)(=O)Nc1c(C)n(C)n(-c2ccccc2)c1=O
  A: 0; B: -2.0; C: 1; D: 8; E: 2; F: 3; G: ·; H: 0; I: 8; J: -3
6) CCOC(=O)c1[nH]c(C)c(C(=O)NC2CCCCCC2)c1C
  A: -13; B: ·; C: -7; D: -3; E: 4; F: -11; G: ·; H: 5; I: 18; J: -7
7) Cc1ccc(N(CC(=O)Nc2ccc(S(=O)(=O)N3CCOCC3)cc2)S(C)(=O)=O)cc1C
  A: -8; B: i; C: -4; D: 5; E: 0; F: -2; G: ·; H: 2; I: 21; J: 1
8) CCOC(=O)CSc1nnc(CSc2nc3ccccc3c(=O)[nH]2)n1-c1ccccc1
  A: -3; B: -1.1; C: -3; D: 13; E: 1; F: -2; G: ·; H: -3; I: 1; J: -6

This part in full, repeating the preview:
Screens by letter: A = Rv3671c protease; B = BH1578 lux ind; C = CCHFV vOTU inh; D = Y pestis TopoI; E = PrPC surface inh; F = MazF activator; G = TcdB GH inh; H = SARS 3CLpro inh; I = DUSP3 inh; J = SSB-PriA inh
1) O=C(NCc1ccccn1)c1ccc(Cl)c(S(=O)(=O)NCc2ccccc2)c1
  A: -4; B: i; C: 11; D: 2; E: -7; F: 0; G: 0.4; H: ·; I: ·; J: -6
2) CCOC(=O)c1ccc(NS(=O)(=O)c2ccc3oc(=O)[nH]c3c2)cc1
  A: -1; B: -0.4; C: -3; D: -7; E: 2; F: 12; G: 0.9; H: -3; I: -10; J: -12
3) C=CCOc1ccc(Br)cc1CNCCO
  A: 16; B: -0.3; C: -13; D: -8; E: -9; F: 3; G: 2.1; H: 3; I: -1; J: 0
4) CCOc1ccc(CCNC(=O)CSc2cc(=O)n(C)c3ccc(Cl)cc23)cc1OCC
  A: -2; B: -1.5; C: 5; D: 15; E: -3; F: 1; G: -1.1; H: 0; I: 32; J: 5
5) CCS(=O)(=O)Nc1c(C)n(C)n(-c2ccccc2)c1=O
  A: 0; B: -2.0; C: 1; D: 8; E: 2; F: 3; G: ·; H: 0; I: 8; J: -3
6) CCOC(=O)c1[nH]c(C)c(C(=O)NC2CCCCCC2)c1C
  A: -13; B: ·; C: -7; D: -3; E: 4; F: -11; G: ·; H: 5; I: 18; J: -7
7) Cc1ccc(N(CC(=O)Nc2ccc(S(=O)(=O)N3CCOCC3)cc2)S(C)(=O)=O)cc1C
  A: -8; B: i; C: -4; D: 5; E: 0; F: -2; G: ·; H: 2; I: 21; J: 1
8) CCOC(=O)CSc1nnc(CSc2nc3ccccc3c(=O)[nH]2)n1-c1ccccc1
  A: -3; B: -1.1; C: -3; D: 13; E: 1; F: -2; G: ·; H: -3; I: 1; J: -6
9) COc1ccc(C(=O)N2CCCC(c3cc(C(=O)Nc4ccccc4)no3)C2)cc1 (stereo unspecified)
  A: ·; B: i; C: -5; D: 26; E: 5; F: ·; G: 0.4; H: ·; I: ·; J: ·
10) Cc1[nH]n(-c2ccc([N+](=O)[O-])cc2)c(=O)c1C=NCCN1CCN(C(=O)c2cccc(F)c2)CC1
  A: 9; B: i; C: -6; D: 11; E: -28; F: 4; G: ·; H: 2; I: 23; J: 0
11) c1ccc(CCNc2ccc3ncc(-c4cccc5ccccc45)n3n2)nc1
  A: ·; B: i; C: -2; D: 5; E: 1; F: ·; G: 0.2; H: ·; I: ·; J: ·
12) CCc1ccc2nc(-c3cccc(C)c3)nc(SCC(=O)NCC3CCCO3)c2c1 (stereo unspecified)
  A: 1; B: -0.2; C: -3; D: -1; E: 2; F: -54; G: ·; H: -1; I: -4; J: 3
13) C#CCOCCOCCOCCNc1nc(N2CCN(C(=O)Cn3cc(CC(C)O)nn3)CC2)nc(N2CCN(C(=O)[C@H](CCCCN)n3cc(CCC(=O)O)nn3)CC2)n1 (stereo partly specified)
  A: 12; B: i; C: -7; D: 19; E: 10; F: 2; G: 1.1; H: -2; I: 9; J: -18
14) O=C(NCc1cn2ccsc2n1)c1cccc(C(F)(F)F)c1
  A: -7; B: -0.2; C: -2; D: 4; E: -10; F: 1; G: ·; H: -1; I: 16; J: -19
15) CC1(C)CC(=O)C(=Cc2cn(CCC#N)nc2-c2ccc(Cl)cc2)C(=O)C1
  A: -3; B: -3.3; C: 1; D: -11; E: 4; F: -1; G: -0.3; H: 2; I: 3; J: 0
16) CCOC(=O)c1c(NC(=O)COC(=O)c2cccnc2OCC)sc(C(=O)N(CC)CC)c1C
  A: -7; B: -0.8; C: 5; D: 31; E: -6; F: 3; G: 4.6; H: ·; I: ·; J: -1
17) Cc1cccc(C)c1NC(=S)N/N=C/c1c(Cl)cccc1Cl
  A: -8; B: -0.3; C: -7; D: 31; E: -3; F: -7; G: 0.5; H: -2; I: 10; J: ·
18) O=C(C(O)c1ccc(Br)cc1)N1CCC(Nc2ccc3[nH]ncc3c2)CC1 (stereo unspecified)
  A: ·; B: -0.4; C: -22; D: -12; E: 6; F: ·; G: 0.6; H: ·; I: ·; J: ·
19) CC1CC(C)CN(C(=O)c2ccc3c(c2NCCO)C(=O)c2ccccc2C3=O)C1 (stereo unspecified)
  A: -1; B: i; C: 7; D: 14; E: -57; F: 1; G: ·; H: -1; I: 21; J: 75
20) COc1ccc(CCNC(=O)c2nnn(-c3cccc(C)c3)c2N)cc1OC
  A: 0; B: -2.3; C: 0; D: 14; E: 2; F: 1; G: ·; H: 0; I: 15; J: -2
21) Cc1nn(C)c(C)c1NC(=O)c1ccc(Cl)cc1
  A: 9; B: i; C: 3; D: 9; E: -4; F: 11; G: ·; H: -6; I: 31; J: -14
22) CN(C(=O)COC(=O)C1=COCCO1)C1(C#N)CCCCC1
  A: 3; B: i; C: -11; D: -1; E: 3; F: -2; G: 0.1; H: ·; I: ·; J: -3
23) O=C(O)c1cccnc1-c1ncccc1C(=O)O
  A: -4; B: i; C: 2; D: -6; E: -9; F: 8; G: 0.8; H: -10; I: 11; J: -3
24) CCN(CC)Cc1c[nH]c2c(C(=O)OC)cccc12
  A: -7; B: 17*; C: -13; D: 1; E: -5; F: 7; G: 0.7; H: 2; I: 25; J: -2
25) CCC/C(=N\NC(=O)CNC(=O)/C=C/c1ccco1)c1ccccc1
  A: -2; B: -6.2; C: -3; D: 7; E: -12; F: -2; G: ·; H: 1; I: -10; J: ·
26) O=C(NCCc1ccc(Cl)cc1Cl)C1=CC=CN2CCS(=O)(=O)N=C12
  A: -3; B: 1.2; C: -16; D: 0; E: -9; F: -11; G: 1.3; H: ·; I: ·; J: -7
27) Cc1cccc(N2CCN(C(=O)CCS(=O)(=O)c3ccc4c(c3)oc(=O)n4C)CC2)c1C
  A: -17; B: -0.4; C: 19; D: 35; E: 1; F: 4; G: 1.5; H: 1; I: -22; J: 7
28) O=[N+]([O-])c1ncn(C23CC4CC(CC(C4)C2)C3)n1
  A: -6; B: -0.8; C: -17; D: -1; E: -9; F: 4; G: 0.4; H: -2; I: 21; J: -1
29) C=CCOC(=O)C1=C(C)NC(=O)NC1/C=C/c1ccccc1OC (stereo unspecified)
  A: 5; B: i; C: 10; D: 4; E: 5; F: 7; G: 0.3; H: 4; I: -13; J: -3

Screening data deposited in PubChem BioAssay by several laboratories.
